M5 PAM = CHRM5 positive allosteric modulation; P08912; CHO-K1 hM5, Fluo-8 calcium, ACh EC20 PAM; 0% = ACh EC20, 100% = ACh EC100; activation, % at 3 µM; 360,000 tested, 0.3% active;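 active = activation above the run cutoff, the mean activation of all test compounds plus 3 SD, cut at about 18% in these data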
Target sequence (P08912 whole entry, looked up): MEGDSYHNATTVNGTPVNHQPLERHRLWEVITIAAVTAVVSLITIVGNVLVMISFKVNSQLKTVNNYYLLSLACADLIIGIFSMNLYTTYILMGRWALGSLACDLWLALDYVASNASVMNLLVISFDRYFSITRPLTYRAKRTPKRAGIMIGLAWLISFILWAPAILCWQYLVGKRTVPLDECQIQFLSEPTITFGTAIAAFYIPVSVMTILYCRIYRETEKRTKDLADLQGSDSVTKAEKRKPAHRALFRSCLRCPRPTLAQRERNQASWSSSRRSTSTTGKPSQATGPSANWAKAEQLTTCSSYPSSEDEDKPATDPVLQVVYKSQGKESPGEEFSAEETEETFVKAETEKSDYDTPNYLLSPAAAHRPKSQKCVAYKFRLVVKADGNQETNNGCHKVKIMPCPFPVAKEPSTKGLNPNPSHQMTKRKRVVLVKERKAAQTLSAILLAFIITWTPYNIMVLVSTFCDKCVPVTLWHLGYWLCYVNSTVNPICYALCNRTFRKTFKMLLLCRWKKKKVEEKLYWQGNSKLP
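system = human M5 receptor in CHO-K1 cells | compound = one concentration, 3 µM final (nominal) | schedule = Post-acetylcholine fluorescence recording 140 s | signal = Fluo-8 calcium dye fluorescence, kinetic read | benchmarks = low control EC20 acetylcholine (0%), high control EC100 acetylcholine (100%) | repeats = singlicate, one well per test compound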
M4 antag = CHRM4 antagonism in calcium assay. CHO-hM4 cells, ACh EC80, Fluo-8 calcium fluorescence. AID 624125. inhibition, % at 3 µM. 360,000 tested, 0.73% active;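 active = inhibition above its plate's cutoff, the mean inhibition of sample wells plus 3 SD, cut at about 27% in these data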;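 also: 0% = acetylcholine EC80 with DMSO and 100% = DMSO without agonist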
Target sequence (P08173 whole entry, looked up): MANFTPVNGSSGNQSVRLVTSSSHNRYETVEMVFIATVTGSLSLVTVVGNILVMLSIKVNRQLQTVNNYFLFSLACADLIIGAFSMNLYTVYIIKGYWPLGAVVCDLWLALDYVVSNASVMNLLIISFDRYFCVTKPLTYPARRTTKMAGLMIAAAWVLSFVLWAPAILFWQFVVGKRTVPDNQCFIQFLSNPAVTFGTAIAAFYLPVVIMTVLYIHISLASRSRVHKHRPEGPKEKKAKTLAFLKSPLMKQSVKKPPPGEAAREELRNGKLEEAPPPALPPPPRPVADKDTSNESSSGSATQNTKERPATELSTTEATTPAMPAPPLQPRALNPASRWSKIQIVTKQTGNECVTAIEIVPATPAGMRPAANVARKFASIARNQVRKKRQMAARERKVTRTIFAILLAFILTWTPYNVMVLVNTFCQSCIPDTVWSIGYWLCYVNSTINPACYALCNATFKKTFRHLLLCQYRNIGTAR
M5 ag = agonists of human muscarinic M5 receptor (CHRM5). P08912. CHO-K1 hM5 cells, Fluo-8 calcium fluorescence; 0% DMSO wells, 100% maximal acetylcholine response. activation, % at 3 µM. 360,000 tested, 0.19% active. AID 624037;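 active = activation above the run's mean over test compounds plus 3 SD, cut at about 23% in these data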;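 also: signal is peak over basal fluorescence ratio across the kinetic read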
M5 antag = CHRM5 antagonism in calcium assay; 360,000 tested, 0.59% active; P08912; CHO-hM5 cells, Fluo-8 calcium fluorescence, ACh EC80; AID 624040; inhibition, % at 3 µM;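 active = inhibition above a per-plate cutoff, the mean of that plate's test compounds plus 3 SD, cut at about 27% in these data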;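 also: 0% = acetylcholine EC80 with DMSO and 100% = DMSO without agonist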
CHO-K1 Ca antag = nonselective inhibitor or artifact in parental CHO-K1 cells. 360,000 tested, 0.6% active. AID 602250. ATP-induced calcium, Fluo-8 fluorescence. inhibition, % at 3 µM;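 active = inhibition above a per-plate cutoff, the plate's mean sample inhibition plus 3 SD, cut at about 24% in these data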;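 also: 0% = DMSO plus EC80 ATP and 100% = DMSO alone without ATP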
CHO-K1 Ca ag = M1 agonist counterscreen hit in parental CHO-K1 cells; Fluo-8 calcium fluorescence; scaled to maximal ATP response, vehicle zero; activation, % at 3 µM; 360,000 tested, 0.48% active; in the data active = activation above about 15%;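 also: untransfected CHO-K1 host cells lacking M1 receptor as counterscreen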
CHRM4 agonist = agonists of human muscarinic M4 receptor (CHRM4) | 360,000 tested, 0.14% active | activation, % at 3 µM | CHO-K1 hM4/Gqi5, Fluo-8 calcium fluorescence; vehicle 0%, full acetylcholine response 100% | P08173;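 active = activation above the run mean over all test wells plus 3 SD, cut at about 32% in these data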;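 also: peak over basal fluorescence ratio per well then scaled between controls; 0% = DMSO wells and 100% = acetylcholine at EC100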
M4 PAM = CHRM4 positive allosteric modulation. AID 624126. CHO-K1 hM4/Gqi5, Fluo-8 calcium fluorescence, ACh EC20; 0% = ACh EC20, 100% = maximal ACh. activation, % at 3 µM. 360,000 tested, 0.4% active;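 active = activation above its plate's cutoff, the mean activation of sample wells plus 3 SD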; also: some results filed as inactive read as strong as hits
M1 PAM parental = nonselective activator or artifact in parental CHO-K1 calcium assay; ATP EC20, Fluo-8 calcium fluorescence; 0% at ATP EC20, 100% at ATP max; 360,000 tested, 0.02% active; activation, % at 3 µM;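 active = activation above the run cutoff, the mean activation of all test compounds plus 3 SD, cut at about 40% in these data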;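 also: peak over basal fluorescence ratio in a 140 s read after ATP addition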
Numbers without * were called inactive.

The opening 2 entries as a preview:
SMILES | M5 PAM | M4 antag | M5 ag | M5 antag | CHO-K1 Ca antag | CHO-K1 Ca ag | CHRM4 agonist | M4 PAM | M1 PAM parental
COC(=O)N1CCCCC1c1cc(C(=O)NCc2ccc(Cl)c(Cl)c2)no1 (centres undefined) | -8.9 | -0.8 | -3.2 | 5.5 | 4.3 | 2.3 | 4.5 | -4.4 | 7.7
O=C(COC(=O)c1ccccc1Nc1ccccc1)Nc1ccccc1 | 1.6 | -2.9 | -0.3 | -2.5 | -5.6 | -0.3 | 0.0 | 3.9 | 5.0

This part in full, previewed entries included:
SMILES | M5 PAM | M4 antag | M5 ag | M5 antag | CHO-K1 Ca antag | CHO-K1 Ca ag | CHRM4 agonist | M4 PAM | M1 PAM parental
COC(=O)N1CCCCC1c1cc(C(=O)NCc2ccc(Cl)c(Cl)c2)no1 (centres undefined) | -8.9 | -0.8 | -3.2 | 5.5 | 4.3 | 2.3 | 4.5 | -4.4 | 7.7
O=C(COC(=O)c1ccccc1Nc1ccccc1)Nc1ccccc1 | 1.6 | -2.9 | -0.3 | -2.5 | -5.6 | -0.3 | 0.0 | 3.9 | 5.0
C/C(CC(=O)Nc1ccc(C)c(Cl)c1)=N\NC(=O)Cc1cccs1 | 6.3 | -1.6 | -0.4 | 2.1 | 0.7 | -0.2 | 0.6 | 13.0 | 2.5
CC(=O)NCCNC(=O)c1ccc(Cn2c(=O)[nH]c3ccsc3c2=O)cc1 | 1.5 | 1.6 | -1.6 | -3.9 | -5.7 | -0.2 | -0.2 | 3.9 | -4.0
Cc1cccc(C(=O)NNC(=S)NC(=O)c2cccs2)c1 | -36.2 | -4.7 | 65.5* | 6.7 | 20.0 | 85.3* | 129.4* | -18.4 | -12.4
O=C(N/N=C/C(c1ccccc1)c1ccccc1)c1ccccc1F | -5.8 | -0.7 | -1.4 | 19.1 | 7.3 | 1.1 | 5.4 | -8.4 | -4.8
Cc1ccc(NC(=O)O/N=C/c2ccc(Br)cc2)cc1 | -22.3 | -3.1 | -26.7 | 15.2 | -1.4 | 1.3 | -0.6 | -7.2 | 14.7
Cc1ccccc1S(=O)(=O)NC(=O)C1(C)CCN1C(=O)c1c(C)noc1C (centres undefined) | -1.5 | -7.9 | 1.1 | 0.3 | 4.3 | 0.0 | 0.5 | 8.8 | -9.1
O=C(Nc1nc2ccccc2c(=O)s1)c1ccco1 | -18.1 | -3.1 | 5.6 | 13.9 | 7.0 | 5.0 | 16.1 | -21.9 | -0.4
CCCC(C(=O)NC1CCCC1)N(Cc1ccccc1)C(=O)c1snc(C(N)=O)c1N (centres undefined) | -3.0 | -6.8 | 2.8 | 13.2 | -16.4 | 2.4 | 6.3 | 2.8 | 0.5
CCOC(=O)C1(Cc2ccccc2C(F)(F)F)CCN(C(=O)c2cc(C)n(C)n2)CC1 | -0.3 | 1.2 | -0.9 | 0.9 | -4.5 | 1.6 | 2.6 | 3.8 | 16.4
Cc1nnsc1C(=O)Nc1cc(Cl)ccc1Cl | 9.1 | -7.5 | -5.9 | -12.7 | -4.4 | 0.8 | -0.7 | 13.7 | 25.3

An excerpt from above in order of the M5 PAM value, rising:
compound	M5 PAM	M4 antag	M5 ag	M5 antag	CHRM4 agonist	M4 PAM
CC(=O)NCCNC(=O)c1ccc(Cn2c(=O)[nH]c3ccsc3c2=O)cc1	1.5	1.6	-1.6	-3.9	-0.2	3.9
O=C(COC(=O)c1ccccc1Nc1ccccc1)Nc1ccccc1	1.6	-2.9	-0.3	-2.5	0.0	3.9
Cc1nnsc1C(=O)Nc1cc(Cl)ccc1Cl	9.1	-7.5	-5.9	-12.7	-0.7	13.7

Other compounds.
SMILES | M5 PAM | M4 antag | M5 ag | M5 antag | CHO-K1 Ca antag | CHO-K1 Ca ag | CHRM4 agonist | M4 PAM | M1 PAM parental
CC1(C)CC(NCCN2CCN(C3=CC(=C(C#N)C#N)CC(C)(C)C3)CC2)=CC(=C(C#N)C#N)C1 | 2.5 | -7.6 | 3.0 | 0.8 | -11.8 | 0.0 | 0.9 | 2.2 | -2.3
COc1ccc(NC(=O)c2ccc3c(c2)OCO3)cc1S(=O)(=O)N1CCOCC1 | -19.7 | -21.2 | -0.4 | 9.4 | -7.6 | 3.2 | 13.9 | 3.2 | -7.0
COc1ccc(C(=O)Nc2nnc(CCc3ccccc3)s2)c(OC)c1 | 2.3 | -3.2 | -2.7 | 0.2 | 34.9* | 0.2 | 6.0 | -0.4 | -20.8
Clc1ccccc1CN(Cc1ccco1)Cc1nnnn1C1CCCC1 | -8.7 | 1.7 | -3.3 | 7.4 | 3.6 | -0.3 | 0.4 | -10.3 | -4.6
COc1ccc2sc(-c3ccccc3OC)c(-c3ccc(OC)nc3)c2c1 | -0.9 | -13.5 | 0.1 | 0.1 | -8.3 | -0.2 | 2.2 | 4.0 | 10.0
CCN1C(=O)c2cccc3c(N)ccc1c23 | -7.2 | 4.8 | 5.7 | 8.7 | -11.6 | 0.5 | 0.9 | -3.6 | 21.3
COc1ccc(S(=O)(=O)N(C)C[C@H]2Oc3ccc(NC(=O)Cn4cnnn4)cc3C(=O)N([C@H](C)CO)C[C@@H]2C)cc1 | 2.8 | -9.2 | -0.4 | -6.4 | -16.2 | 0.4 | 0.2 | -1.0 | 2.9
NC(=O)CC(NC(=O)c1cccc(Br)c1)c1ccc(N2CCN(c3ccc(F)cc3)CC2)c([N+](=O)[O-])c1 (centres undefined) | -3.3 | 4.8 | -2.2 | 19.1 | -8.0 | 0.9 | 0.7 | 7.7 | 12.6
O=C(Oc1ccc[nH]c1=O)c1cc([N+](=O)[O-])cc([N+](=O)[O-])c1 | -2.8 | -33.5 | -0.4 | 1.6 | -12.3 | 0.5 | 0.9 | 13.2 | 7.1
Cc1cccc(NC(=S)N(C)C2CCCCC2)c1 | 11.6 | -0.4 | -0.1 | -10.0 | -11.8 | 0.5 | 0.9 | 6.8 | 21.3
Cn1c(/C=C/c2cccc(Br)c2)nc2ccccc2c1=O | -12.2 | -22.7 | -7.7 | 6.9 | -10.1 | 0.5 | 5.4 | 0.7 | 14.7
COc1ccc(-c2cc(C(=O)OCC(=O)N3CCOCC3)c3ccccc3n2)cc1 | -4.9 | 6.0 | -4.5 | 7.4 | -5.3 | -0.1 | 6.0 | 2.1 | -1.4
COc1ccc(NC(=O)/C=C/c2ccc(Br)o2)cn1 | 9.9 | -3.4 | 3.7 | -5.8 | 8.4 | 0.0 | 3.0 | 2.2 | -15.5
COc1cccc(NC(=O)Cn2nnc(C(=O)Nc3cc(Cl)ccc3OC)c2N)c1 | 1.6 | -18.8 | -3.2 | -0.8 | -10.0 | 1.5 | 2.1 | 9.6 | 10.4
Nn1c(Cc2cccc3ccccc23)nnc1SC1CCOC1=O (centres undefined) | 2.8 | -2.0 | -1.5 | -1.1 | -12.2 | -0.1 | 0.6 | 8.1 | 4.4
COc1c2c(nc3occc13)C(CC=C(C)C)(OC)C(OC(C)=O)CC2 (centres undefined) | -2.3 | 1.1 | -1.4 | -5.9 | 4.9 | 0.0 | 1.4 | 2.3 | -4.5
COc1ccc(CCC2(C)NC(=O)N(C(C)C(=O)N3c4ccccc4CC3C)C2=O)cc1 (centres undefined) | -4.0 | -1.9 | -1.1 | 9.9 | -0.8 | 2.2 | 2.0 | -4.2 | 3.1
O=C(Nc1ncccc1O)c1cccc(S(=O)(=O)N2CCc3ccccc32)c1 | -5.2 | 12.4 | -3.4 | 4.9 | -0.2 | 1.0 | 1.7 | -3.1 | -3.1
COc1ccc(-c2ccc3c(c2)[C@@H]2C[C@H](N(C)C(=O)Nc4ccccc4)[C@H]([C@H](C)O)C(=O)N2CC3)cc1 | 3.4 | -6.2 | -1.2 | -7.6 | -4.4 | 0.7 | 5.0 | -2.1 | 11.1
NCCCn1c(C(=O)c2cc(Cl)c(N)c(Cl)c2)c2ccccc2[n+]1[O-] | -4.3 | -1.8 | 1.5 | 2.4 | 2.1 | 4.2 | -0.3 | 0.9 | 17.1
Cc1cc(N2CCN(c3ccccc3)CC2)n2ncnc2n1 | 1.8 | -5.7 | 5.5 | 6.8 | -8.5 | 1.6 | 2.4 | 1.9 | 13.3
COc1ccc(OC)c(/C=N/n2c(C)nc3ccccc3c2=O)c1 | 5.2 | 3.2 | -0.1 | 4.0 | -9.9 | 0.2 | 0.1 | -3.0 | 1.9
COc1ccc(-c2noc(CCC(=O)NCC3CCCO3)n2)cc1OC (centres undefined) | -4.3 | 27.2* | -4.4 | 15.5 | 5.1 | 4.2 | 0.5 | -6.0 | -9.8
COc1ccc(CCNC(=O)COC(=O)c2ccc(C)s2)cc1 | 5.5 | -1.1 | -7.8 | -0.1 | -16.6 | 0.2 | 0.9 | 3.9 | 16.9
Cc1cccc(C(=O)NN2C(=O)C3C(c4ccccc4)C=CC(c4ccccc4)C3C2=O)c1 (centres undefined) | -23.5 | 26.0 | -7.4 | 20.4 | 1.2 | 1.8 | 4.8 | -14.5 | 15.5
Cc1ccc(C)c(N(C(=O)c2nsc(Cl)c2Cl)C(C(=O)NC2CCCC2)c2ccc(O)cc2)c1 (centres undefined) | 1.7 | 6.4 | -2.7 | 2.3 | -0.9 | -0.2 | -1.3 | -2.2 | 10.7
COc1ccc(CN2CCN(Cc3cccc(F)c3)CC2)cc1OC | -0.3 | 5.3 | -5.8 | 1.5 | -6.2 | 1.4 | 0.1 | -2.9 | 7.5
COc1ccc(C(=O)NC2CCCCCC2)cc1S(=O)(=O)N1CCCc2ccccc21 | 1.9 | -5.3 | -10.3 | -7.3 | -1.8 | 0.0 | 1.9 | 2.7 | 7.6
O=C(c1ccc(F)cc1)N1CCCC(C(=O)N2CCc3ccccc3C2)C1 (centres undefined) | -4.6 | -6.5 | -1.3 | -0.4 | -10.0 | 4.4 | 0.8 | -13.3 | 25.7
COCCCNC(=S)NNC(=O)c1csc2ccccc12 | 1.5 | -5.9 | -1.2 | -1.8 | -6.9 | 0.5 | 0.5 | 6.0 | 19.9
Cc1cc(=O)c2c(=O)[nH][nH]c2[nH]1 | 4.7 | -5.8 | 5.1 | -0.6 | -3.5 | 0.5 | 0.1 | -2.8 | 3.7
CCOC(=O)c1cc(N2CCCCC2)nc2ccccc12 | -7.8 | -1.0 | -2.7 | 27.6* | 1.5 | -0.2 | -0.9 | -6.3 | -11.1
O=C(CCC1COc2ccccc2O1)Nc1ccc(Cl)cn1 (centres undefined) | -6.4 | -0.8 | -3.1 | -0.7 | -14.7 | 0.6 | -0.4 | 7.9 | -0.3
CCN(CC)C(=O)c1sc(NC(=O)c2ccc3c(c2)OCO3)c(C#N)c1C | 1.4 | 1.5 | 3.3 | -10.1 | 5.8 | 0.0 | 0.6 | 0.5 | -6.8
CCNC(=S)Nc1nc2c(cc1C(=O)OCC)CCCC2 | -1.1 | 4.2 | 0.0 | -4.4 | -5.7 | 2.4 | 2.6 | 11.9 | 15.4
O=C(O)c1ccccc1-c1nc2ccccc2c(=O)[nH]1 | -12.4 | 5.6 | -6.1 | 0.6 | -7.7 | 0.2 | 0.4 | 2.2 | 6.7
CS(=O)(=O)N(Cc1ccc(C(=O)Nc2ccccc2Sc2ccccc2)cc1)c1ccccc1 | 3.2 | 6.6 | -0.8 | -4.0 | -13.2 | 2.0 | 0.1 | 14.3 | 16.4
CCCCCCCCC(=O)N/N=C/c1cccc(Br)c1 | 4.9 | 3.0 | 2.5 | -4.5 | -17.1 | 0.5 | 1.4 | 6.3 | 15.7
O=C1[C@@H]2Cc3c([nH]c4ccccc34)C(c3cccc([N+](=O)[O-])c3)N2C(=O)CN1C1CCN(Cc2ccccc2)CC1 (some centres undefined) | 4.9 | 8.9 | -3.1 | 1.0 | -3.6 | 2.4 | 15.6 | -9.4 | 4.7

Assay outcomes (PubChem BioAssay)
